M17LAP inhibition: P. falciparum M17LAP inhibitors, primary screen, biochemical, fluorogenic H-Leu-NHMec substrate, 1536-well (AID 1619); Leucine aminopeptidase (Plasmodium falciparum (isolate 3D7)); recombinant M17LAP, H-Leu-NHMec fluorogenic kinetic assay; higher % means a stronger effect; inhibition, % at 30 µM; hits with a dose series show IC50 in µM; hit rate 0.38% among 220,000;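 active = compound inhibiting the enzyme by more than half at any dose during confirmatory dose-response retesting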;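 also: plate controls were full reaction with DMSO carrier for no effect and no enzyme background for full effect; strong numbers were not always called active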
M1AAP inhibition: P. falciparum M1AAP inhibitors, biochemical, fluorogenic H-Leu-NHMec substrate, 1536-well (AID 1445); recombinant M1AAP, H-Leu-NHMec fluorogenic kinetic assay; higher % means a stronger effect; one-dose inhibition, % at 30 µM; IC50 in µM for titrated hits; Aminopeptidase N (Plasmodium falciparum (isolate 3D7)); hit rate 0.42% among 220,000;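 active = primary inhibition above the hit cutoff, then over 50% inhibition at one or more dose response concentrations, cut at about 23% in these data, passing the limit was not always enough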;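 also: plate controls were DMSO full reaction for no effect and no enzyme background for full effect; strong numbers were not always called active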
WT yeast gro inh: growth inhibition of WT strain, primary screen, mitochondrial fusion inhibitor project, WT and mutant strains, chemical genetic | mitochondrial fusion phenotypic screen | inhibition, % at 10 µM | hit rate 2.1% among 190,000 | AID 1362, 2008; in the data active = inhibition above about 58%; tested in S. cerevisiae
Autophagy mod: autophagy modulators in MEF cells, primary screen, imaging, high-content, MEF GFP-LC3. MEF GFP-LC3 puncta imaging; test concentration mostly 10 µM. calls only at 10 µM (by protocol). hit rate 0.98% among 190,000. AID 463193, 2010;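 active = percentage of spot-positive cells more than 3 SD above its plate mean, without a fluorescence outlier flag or 80% toxicity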;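 also: spot-positive cell cutoff set from DMSO-treated cells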
Dynein transport: inhibitors of GR-EGFP nuclear translocation, primary screen, dynein cargo transport inhibitor project, imaging, high-content, 3617.4 mouse cells | test concentration mostly 20 µM; stimulated with dexamethasone, 1 µM; hits give low values | z-score, hits read low | hit rate 0.47% among 220,000 | AID 1381, 2008;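 active = plate z-score of nuclear minus cytoplasmic receptor signal below a set negative limit, without overly bright fluorescence or cell loss, cut at about -3.5 in these data, passing the limit was not always enough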;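 also: z-score of nuclear minus cytoplasmic ring GR-EGFP intensity difference per well; some compounds called inactive have numbers as strong as hits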
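Buffer or medium: tetracycline-free induction medium containing charcoal-stripped FBS / Reagent: dexamethasone agonist, 1.0 µM final, for 30 min / Technique: automated 10x imaging of fixed Hoechst-stained cells / Times: induction 48 h, compound 1 h, agonist 30 min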
Yfh1-off respiration: enhancers of respiration in Yfh1-depleted yeast, dose response, Friedreich's ataxia, plus single-dose screen (AID 1465) | S. cerevisiae Yfh1-off respiration, WST-1 reduction, 72 h; higher fold induction means a stronger effect | fold induction at 50 µM; hits with a dose series show EC50 in µM | hit rate 0.074% among 220,000;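 active = fold induction of absorbance versus untreated yeast above a set limit, then at least 30% activation at any dose in follow-up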;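 also: activators that raise dye reduction in frataxin-depleted yeast; strong numbers were not always called active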
MT stabilizer: microtubule stabilizers in HeLa cells, primary screen, imaging, high-content imaging; HeLa tubulin immunostaining HCS, 24 h; share of cells brighter than vehicle mean+2SD; % tubulin-high responders, % at 10 µM; hit rate 0.83% among 200,000;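 active = plate Z-score above 3 for both tubulin-high and condensed-nucleus cell shares, with cell loss under 80%, at 10 µM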;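 also: anti alpha tubulin signal scored within the nucleus-defined area of each cell; some results filed as inactive read as strong as hits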
bCat nuc transl: modulators of beta-catenin nuclear translocation, primary screen, imaging, HeLa cells, immunofluorescence, high-content. nuclear translocation activity, % at 5 µM. hit rate 0.3% among 190,000. AID 1665, 2009;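 active = nuclear translocation activity above 50% at 5 µM, with a well cell count of 50 or more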;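 also: per-cell ratio of nuclear to cytoplasmic median beta-catenin stain intensity; plate controls were DMSO negative control for no effect and GSK-3 inhibitor IX positive control for full effect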
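Test system: human HeLa cells, endogenous beta-catenin. Times: 24 h compound exposure, 37°C. Measured by: beta-catenin immunofluorescence imaging with DAPI.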
T cell HTS: modulators of CD8 T cell-vesicle binding, primary screen, mouse 2C CD8+ T cells, flow cytometry; 2C CD8+ T cell-vesicle binding; hits give low values; calls only at 7 µM; hit rate 0.068% among 330,000;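 active = response, share of CD8 T cells binding vesicles, and their 90th percentile fluorescence all below set limits, cut at about 80% in these data, passing the limit was not always enough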
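material = purified 2C TCR transgenic mouse naive CD8+ T cells | controls = Unloaded micro-vesicles (low), QL9 vesicles with 0.7% DMSO (high) | detection = cytometric PE anti-B7-1 and Alexa647 anti-CD8 signals after 1% paraformaldehyde fixation | incubation = binding step 1.5 h, 37 °C, antibody labelling 20 min, ice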
WT yeast gro inh mutant strain: also measured in WT yeast gro inh; calls as there; inhibition, %; mitochondrial fusion phenotypic screen, mutant strain inhibition
Dynein transport cytoplasmic EGFP: also measured in Dynein transport; calls as there; z-score; measured here: cytoplasmic GR-EGFP intensity; hits give high values
Dynein transport nuclear GR-EGFP: recorded beside Dynein transport, whose call it bears; z-score; measured here: nuclear GR-EGFP intensity;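 lower value marks the stronger effect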
Dynein transport cell count: also measured in Dynein transport; calls as there; z-score; measured here: cell count per field
bCat nuc transl cell count 5 µM: second read-out of bCat nuc transl, no call of its own (marks repeat the call); cell count; measured here: cell count, cytotoxicity flag
T cell HTS vesicle-bound %: further read-out of T cell HTS, marked with its call; double positive events, %; measured here: CD8+ vesicle-bound cell fraction;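 binding gate set so that unloaded-vesicle control wells show 10% double positive cells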
MT stabilizer Hoechst-high %: recorded beside MT stabilizer, whose call it bears; % Hoechst-high responders; measured here: nuclear condensation Hoechst responders;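 share of cells brighter than vehicle mean plus two SD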
MT stabilizer cytotoxicity %: recorded beside MT stabilizer, whose call it bears; toxicity, %; measured here: cytotoxicity by cell density;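 0% = mean cell density of plate MIN control wells and 100% = no cells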
Autophagy mod cell loss 18 h: further read-out of Autophagy mod, marked with its call; toxicity, %; measured here: cell loss, nuclei count;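 cell loss after 18 h compound exposure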
An asterisk follows results filed as active.

Results for Cc1ccc(NC(=O)CSc2nnc([C@H](C)NC(=O)OC(C)(C)C)o2)c(C)c1 ?
M17LAP inhibition: -10%; M1AAP inhibition: -12%; Dynein transport: -0.2; Yfh1-off respiration: inactive; bCat nuc transl: -0.7; T cell HTS: inactive; Dynein transport cytoplasmic EGFP: -0.25; Dynein transport nuclear GR-EGFP: 0.21; Dynein transport cell count: 0.47; bCat nuc transl cell count 5 µM: 1356; T cell HTS vesicle-bound %: 46

What do the screens show for `Nc1cc(=O)[nH]c(SCC(=O)Nc2ccccc2-c2ccccc2)n1`?
M17LAP inhibition: 0%; M1AAP inhibition: 3%; WT yeast gro inh: -9; Autophagy mod: inactive; Dynein transport: 0.28; Yfh1-off respiration: inactive; MT stabilizer: 5.5; bCat nuc transl: 1.6; T cell HTS: inactive; WT yeast gro inh mutant strain: 7; Dynein transport cytoplasmic EGFP: -0.23; Dynein transport nuclear GR-EGFP: 0.1; Dynein transport cell count: 0.1; bCat nuc transl cell count 5 µM: 1063; T cell HTS vesicle-bound %: 32; MT stabilizer Hoechst-high %: 1.5; MT stabilizer cytotoxicity %: 7.0; Autophagy mod cell loss 18 h: 0

Results for O=C(COC(=O)COc1ccc(Br)cc1)NCCC1=CCCCC1 ?
M17LAP inhibition: 2%; M1AAP inhibition: 10%; WT yeast gro inh: -13; Autophagy mod: inactive; Dynein transport: -0.59; Yfh1-off respiration: inactive; MT stabilizer: 2.6; bCat nuc transl: 1.6; T cell HTS: inactive; WT yeast gro inh mutant strain: 19; Dynein transport cytoplasmic EGFP: -0.3; Dynein transport nuclear GR-EGFP: -0.5; Dynein transport cell count: 0.71; bCat nuc transl cell count 5 µM: 1020; T cell HTS vesicle-bound %: 51; MT stabilizer Hoechst-high %: 3.1; MT stabilizer cytotoxicity %: 8.2; Autophagy mod cell loss 18 h: 0

How did Cc1cc(C(=O)NCCc2ccc(Cl)cc2)no1 do in these assays?
M17LAP inhibition: 4%; M1AAP inhibition: 8%; WT yeast gro inh: -5; Autophagy mod: inactive; Dynein transport: 0.056; Yfh1-off respiration: inactive; MT stabilizer: 2.7; bCat nuc transl: 0.3; T cell HTS: inactive; WT yeast gro inh mutant strain: -10; Dynein transport cytoplasmic EGFP: -0.13; Dynein transport nuclear GR-EGFP: -0.079; Dynein transport cell count: -0.71; bCat nuc transl cell count 5 µM: 1527; T cell HTS vesicle-bound %: 56; MT stabilizer Hoechst-high %: 3.0; MT stabilizer cytotoxicity %: 7.9; Autophagy mod cell loss 18 h: 5

Results for O=C(COC(=O)c1ccncc1)NCc1ccccc1 ?
M17LAP inhibition: 1%; M1AAP inhibition: 5%; WT yeast gro inh: -2; Autophagy mod: inactive; Dynein transport: -0.78; Yfh1-off respiration: inactive; MT stabilizer: 1.1; bCat nuc transl: -4.8; T cell HTS: inactive; WT yeast gro inh mutant strain: -2; Dynein transport cytoplasmic EGFP: -0.21; Dynein transport nuclear GR-EGFP: -0.27; Dynein transport cell count: 0.34; bCat nuc transl cell count 5 µM: 1035; T cell HTS vesicle-bound %: 37; MT stabilizer Hoechst-high %: 2.6; MT stabilizer cytotoxicity %: 10; Autophagy mod cell loss 18 h: -13

Results for CC(C)OC(=O)c1cc(C(=O)c2cc(Cl)ccc2O)coc1=N ?
M17LAP inhibition: -2%; M1AAP inhibition: 5%; WT yeast gro inh: 4; Autophagy mod: inactive; Dynein transport: 0.41; Yfh1-off respiration: inactive; MT stabilizer: 1.6; bCat nuc transl: 0.2; T cell HTS: inactive; WT yeast gro inh mutant strain: 8; Dynein transport cytoplasmic EGFP: -0.24; Dynein transport nuclear GR-EGFP: 0.34; Dynein transport cell count: -0.27; bCat nuc transl cell count 5 µM: 1015; T cell HTS vesicle-bound %: 64; MT stabilizer Hoechst-high %: 1.1; MT stabilizer cytotoxicity %: 4.1; Autophagy mod cell loss 18 h: 11

How did Cc1cc([N+](=O)[O-])nn1CCCC(=O)Nc1sc2c(c1C(N)=O)CCCC2 do in these assays?
M17LAP inhibition: -6%; M1AAP inhibition: 4%; WT yeast gro inh: 3; Autophagy mod: inactive; Dynein transport: -0.35; Yfh1-off respiration: inactive; MT stabilizer: 2.5; bCat nuc transl: 1.5; T cell HTS: inactive; WT yeast gro inh mutant strain: -19; Dynein transport cytoplasmic EGFP: -0.26; Dynein transport nuclear GR-EGFP: 0.69; Dynein transport cell count: 0.45; bCat nuc transl cell count 5 µM: 1007; T cell HTS vesicle-bound %: 25; MT stabilizer Hoechst-high %: 2.0; MT stabilizer cytotoxicity %: 1.6; Autophagy mod cell loss 18 h: 1

Results for CC(C)C(=O)Nc1ccc(C(=O)Nc2nnc(C(C)(C)C)s2)cc1 ?
M17LAP inhibition: 3%; M1AAP inhibition: 1%; WT yeast gro inh: -24; Autophagy mod: inactive; Dynein transport: -1.8; Yfh1-off respiration: inactive; MT stabilizer: 1.6; bCat nuc transl: 0.5; T cell HTS: inactive; WT yeast gro inh mutant strain: 9; Dynein transport cytoplasmic EGFP: -0.22; Dynein transport nuclear GR-EGFP: -1; Dynein transport cell count: 0.87; bCat nuc transl cell count 5 µM: 1520; T cell HTS vesicle-bound %: 46; MT stabilizer Hoechst-high %: 1.5; MT stabilizer cytotoxicity %: 5.2; Autophagy mod cell loss 18 h: 1

Results for O=c1cc(-c2ccc(C3CCCCC3)cc2)[nH][nH]1 ?
M17LAP inhibition: 1%; M1AAP inhibition: -15%; WT yeast gro inh: 69*; Autophagy mod: inactive; Dynein transport: 1.2; Yfh1-off respiration: inactive; MT stabilizer: 1.6; bCat nuc transl: -4.7; T cell HTS: inactive; WT yeast gro inh mutant strain: 15*; Dynein transport cytoplasmic EGFP: -0.27; Dynein transport nuclear GR-EGFP: 0.4; Dynein transport cell count: -1.1; bCat nuc transl cell count 5 µM: 1071; T cell HTS vesicle-bound %: 52; MT stabilizer Hoechst-high %: 2.5; MT stabilizer cytotoxicity %: 3.2; Autophagy mod cell loss 18 h: -9

What do the screens show for `O=C(CCc1nc2ccccc2s1)N1CCN(S(=O)(=O)c2cccs2)CC1`?
M17LAP inhibition: 5%; M1AAP inhibition: 1%; WT yeast gro inh: -41; Autophagy mod: inactive; Dynein transport: -0.56; Yfh1-off respiration: inactive; MT stabilizer: 2.2; bCat nuc transl: -0.8; T cell HTS: inactive; WT yeast gro inh mutant strain: -19; Dynein transport cytoplasmic EGFP: -0.041; Dynein transport nuclear GR-EGFP: -0.26; Dynein transport cell count: 0.28; bCat nuc transl cell count 5 µM: 841; T cell HTS vesicle-bound %: 40; MT stabilizer Hoechst-high %: 1.8; MT stabilizer cytotoxicity %: 8.0; Autophagy mod cell loss 18 h: 3

Results for COc1ccccc1-n1c(SCC(=O)NC(C)(C)C)nc(O)c(Cc2ccccc2)c1=O ?
M17LAP inhibition: 4%; M1AAP inhibition: 4%; WT yeast gro inh: -7; Autophagy mod: inactive; Dynein transport: -0.44; Yfh1-off respiration: inactive; MT stabilizer: 2.3; bCat nuc transl: 0.1; T cell HTS: inactive; WT yeast gro inh mutant strain: -8; Dynein transport cytoplasmic EGFP: -0.21; Dynein transport nuclear GR-EGFP: -0.42; Dynein transport cell count: 0.28; bCat nuc transl cell count 5 µM: 1305; T cell HTS vesicle-bound %: 25; MT stabilizer Hoechst-high %: 1.3; MT stabilizer cytotoxicity %: 9.0; Autophagy mod cell loss 18 h: -2

What do the screens show for `CC1(C)CC(OC(=O)c2ccco2)CC(C)(C)N1O`?
M17LAP inhibition: -9%; M1AAP inhibition: 3%; WT yeast gro inh: -19; Autophagy mod: inactive; Dynein transport: -0.3; Yfh1-off respiration: inactive; MT stabilizer: 2.3; bCat nuc transl: -1.5; T cell HTS: inactive; WT yeast gro inh mutant strain: 7; Dynein transport cytoplasmic EGFP: -0.18; Dynein transport nuclear GR-EGFP: 0.072; Dynein transport cell count: 0.25; bCat nuc transl cell count 5 µM: 918; T cell HTS vesicle-bound %: 60; MT stabilizer Hoechst-high %: 2.9; MT stabilizer cytotoxicity %: 8.2; Autophagy mod cell loss 18 h: -11

What do the screens show for `Cc1ccc(CN2CCN(/N=C/c3ccc(N(C)C)cc3)CC2)cc1`?
M17LAP inhibition: 10%; M1AAP inhibition: 3%; Dynein transport: -0.71; Yfh1-off respiration: inactive; bCat nuc transl: 12; T cell HTS: inactive; Dynein transport cytoplasmic EGFP: -0.27; Dynein transport nuclear GR-EGFP: 0.27; Dynein transport cell count: 0.15; bCat nuc transl cell count 5 µM: 1322; T cell HTS vesicle-bound %: 19

How did N/C(=N\OC(=O)c1ccc(Cl)cc1)c1nonc1N do in these assays?
M17LAP inhibition: 3%; M1AAP inhibition: 1%; WT yeast gro inh: 1; Autophagy mod: inactive; Dynein transport: -0.018; Yfh1-off respiration: inactive; MT stabilizer: 2.0; bCat nuc transl: -0.6; T cell HTS: inactive; WT yeast gro inh mutant strain: -7; Dynein transport cytoplasmic EGFP: -0.23; Dynein transport nuclear GR-EGFP: -0.17; Dynein transport cell count: 0.23; bCat nuc transl cell count 5 µM: 1046; T cell HTS vesicle-bound %: 41; MT stabilizer Hoechst-high %: 0.9; MT stabilizer cytotoxicity %: 9.8; Autophagy mod cell loss 18 h: 10

Screening results: PubChem BioAssay, several laboratories
